hcDAF12 agonist: H. contortus DAF-12 nuclear receptor activators, primary screen, cell-based, luminescence, HEK293, lit1-tk-luc reporter; 1.4% of 370,000 active; HEK293 hcDAF-12 lit1-tk-luc reporter; 0% DMSO, 100% Δ7-dafachronic acid; activation, % at 6.8 µM;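 active = activation above the mean of all tested compounds plus 3 SD, cut at about 5.5% in these data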;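 note: 100% = response to 3 µM Δ7-dafachronic acid high control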
DAX1 inh-1: DAX1 (NR0B1) inhibitors, primary screen, cell-based, HEK293, Gal4-DAX1, luciferase luminescence; Nuclear receptor subfamily 0 group B member 1 (Homo sapiens), P51843; inhibition, % at 6.75 µM; HEK293 Gal4-DAX1 luciferase reporter; 0.99% of 340,000 active; AID 504766, 2011;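 active = inhibition above the mean over all tested compounds plus 3 SD, cut at about 4.2% in these data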;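 note: 0% = DAX1-transfected cells with DMSO and 100% = empty-vector control cells with DMSO; inhibition shows as a rise in luminescence from relieved DAX1 repression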
Target sequence (P51843 207-470 limits assumed): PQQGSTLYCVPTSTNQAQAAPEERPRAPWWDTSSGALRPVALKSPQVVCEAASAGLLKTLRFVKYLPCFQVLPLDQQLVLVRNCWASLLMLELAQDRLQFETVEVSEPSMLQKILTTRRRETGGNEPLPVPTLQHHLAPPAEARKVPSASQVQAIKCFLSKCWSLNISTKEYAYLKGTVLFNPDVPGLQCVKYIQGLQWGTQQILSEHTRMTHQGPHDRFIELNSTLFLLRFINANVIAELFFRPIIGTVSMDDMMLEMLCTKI
ADAM17 inh: ADAM17 inhibitors, primary screen, biochemical, QFRET; inhibition, % at 6.95 µM; 0.83% of 370,000 active; recombinant ADAM17, EDANS/DABCYL FRET peptide cleavage; Disintegrin and metalloproteinase domain-containing protein 17 (Homo sapiens), P78536;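 active = inhibition above the mean of compounds lying between control limits plus 3 SD, set per campaign, cut at about 8.5% in these data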;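 note: 0% = DMSO-only wells as the low control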
Target sequence (P78536 215-824 limits assumed): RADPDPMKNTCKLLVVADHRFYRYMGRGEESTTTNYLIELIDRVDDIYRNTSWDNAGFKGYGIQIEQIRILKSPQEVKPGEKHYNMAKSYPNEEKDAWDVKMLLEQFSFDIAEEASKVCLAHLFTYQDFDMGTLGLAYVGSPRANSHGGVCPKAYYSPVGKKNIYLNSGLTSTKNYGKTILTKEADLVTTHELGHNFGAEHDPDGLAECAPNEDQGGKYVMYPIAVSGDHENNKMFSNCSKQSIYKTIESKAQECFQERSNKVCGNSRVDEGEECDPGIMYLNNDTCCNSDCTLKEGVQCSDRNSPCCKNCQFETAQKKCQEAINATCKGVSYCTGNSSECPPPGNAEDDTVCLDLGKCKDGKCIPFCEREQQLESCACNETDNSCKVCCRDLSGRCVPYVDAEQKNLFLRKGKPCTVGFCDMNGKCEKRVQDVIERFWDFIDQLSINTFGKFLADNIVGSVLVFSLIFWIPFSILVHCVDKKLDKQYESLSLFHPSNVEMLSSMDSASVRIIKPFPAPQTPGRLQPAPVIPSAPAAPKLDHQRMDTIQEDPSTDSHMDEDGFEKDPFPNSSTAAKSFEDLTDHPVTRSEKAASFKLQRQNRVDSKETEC
ssDAF-12 act: S. stercoralis DAF-12 nuclear receptor activators, primary screen, cell-based, luminescence, HEK293, GRIP1 co-expression, lit1-tk-luc. HEK293 ssDAF-12/GRIP1 lit1-tk-luc reporter; % of 3 µM dafachronic acid response. activation, % at 6.8 µM. 1% of 370,000 active;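 active = activation above the mean over all tested compounds plus 3 SD, cut at about 0.9% in these data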;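 note: 0% = DMSO-only wells and 100% = 3 µM delta7-dafachronic acid wells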
DAX1 inh-2: DAX1 (NR0B1) inhibitors on StAR promoter, primary screen, cell-based, luminescence, SF-1 (NR5A1), full-length DAX-1; HEK293T StAR-luciferase reporter, SF-1/DAX-1 repression relief; inhibition, % at 6.8 µM; 1.1% of 370,000 active; AID 652010, 2013;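 active = inhibition above the mean over all tested compounds plus 3 SD, cut at about 3.6% in these data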;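 note: 0% = DAX-1 cells with DMSO and 100% = cells lacking DAX-1 with DMSO; higher inhibition means more luminescence from relief of DAX-1 repression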
SMARCA2 act: SMARCA2 (BRM) function activators, primary screen, cell-based, luminescence, high throughput. MG213 cells, MMTV-luciferase reporter, dexamethasone, overnight. activation, % at 9.1 µM. 1% of 370,000 active. AID 652017, 2013; in the data active = activation above about 7.8%;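 note: 0% = vehicle wells and 100% = reference activator wells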
PG9 Ab binder: binders of HIV-1 gp120 antibody PG9, primary screen, biochemical, TR-FRET; HIV-1 gp120 / PG9 antibody interaction; TR-FRET gp120-PG9 antibody binding; inhibition, % at 6.7 µM; 0.43% of 360,000 active; in the data active = inhibition above about 8.5%
FXN GAA850 act: FXN promoter activators, primary screen, cell-based, luciferase luminescence, HEK293 lucGAA850. 0.56% of 360,000 active. HEK293 lucGAA850 FXN promoter luciferase reporter, 24 h; percent of 10 µM SAHA response. activation, % at 6 µM. AID 540364, 2011;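 active = activation above the average of all compounds screened plus 3 SD, cutoff fixed separately per campaign, cut at about 7.5% in these data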;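 note: 0% = DMSO wells and 100% = 10 µM SAHA wells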
ADAM10 inh: human ADAM10 inhibitors, primary screen, biochemical, QFRET, HTS. Disintegrin and metalloproteinase domain-containing protein 10 (Homo sapiens), O14672. recombinant ADAM10, EDANS/DABCYL FRET peptide cleavage, 3 h. inhibition, % at 7 µM. 0.62% of 370,000 active;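 active = inhibition above a per-campaign cutoff equal to the mean of compounds falling between control-based bounds plus 3 SD, cut at about 20% in these data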;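 note: 0% = DMSO wells while the 100% control is not disclosed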
hgDAF12 agonist: H. glycines DAF-12 receptor agonists, primary screen, cell-based, luminescence, HEK293, GAL4 fusion, UAS-luciferase. Nuclear hormone receptor DAF-12 (Heterodera glycines), GAL4 fusion. HEK293 GAL4-hgDAF12 UAS-luciferase reporter, agonist luminescence; normalized to butyrate control. activation, % at 6.8 µM. 1.8% of 370,000 active;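 active = activation above a cutoff set at the mean of all screened compounds plus 3 SD, cut at about 10% in these data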;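 note: 0% = DMSO wells and 100% = sodium butyrate wells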
NPR1 activator: GC-A stimulated cGMP production enhancers – HEK293 GC-A cells, cGMP TR-FRET, EC30 ANP, primary screen; Atrial natriuretic peptide receptor 1 (Homo sapiens), P16066; 0% at EC30 ANP, 100% saturating ANP; activation, % at 10 µM; 0.14% of 370,000 active; AID 1671463, 2021; in the data active = activation above about 40%
Numbers without * were called inactive; nt = not tested or not shown.

Below each compound – NPR1 activator	DAX1 inh-2	ADAM17 inh	FXN GAA850 act	DAX1 inh-1	SMARCA2 act	hcDAF12 agonist	ADAM10 inh	hgDAF12 agonist	PG9 Ab binder	ssDAF-12 act
1	O=C(OC1CCOC1=O)c1cc(-c2ccc(Br)cc2)nc2ccccc12 (stereo not given)
    13.0	0.0	-4.3	1.1	0.3	-2.0	0.9	-17.2	1.8	0.5	-1.4
2	O=C(CSc1nncs1)Nc1nnc(-c2ccccc2)o1
    -0.6	-0.9	4.4	-0.8	3.0	-2.9	-1.2	-6.5	0.3	-1.0	-0.7
3	COc1cccc(/C=C/C(=O)Nc2ccc(C(=O)Nc3cccc(S(N)(=O)=O)c3)cc2)c1OC
    -5.5	-0.6	-171.9	-1.0	-0.3	-0.8	-3.5	-390.6	-3.6	-0.8	-1.0
4	CCOc1ccccc1NC(=O)N1CCCC1C(=O)NCc1ccco1 (stereo not given)
    1.1	-0.1	-2.7	0.7	-0.8	-1.7	-1.0	5.6	1.4	-1.9	0.1
5	COc1ccc(C2C(C(=O)NCc3cccnc3)c3ccccc3C(=O)N2C)cc1OC (stereo not given)
    nt	-0.4	-0.9	-1.7	-0.1	-1.8	-1.5	-1.8	1.0	-0.9	-1.0
6	CC(CN1CCOCC1)OC(=O)C(c1ccccc1)c1ccccc1 (stereo not given)
    -4.5	-0.7	-0.1	-3.0	-0.5	-4.1	-1.2	-5.3	-0.9	3.3	-1.4
7	Cc1cc2cc(CNC(=S)NC3CCCCC3)ccc2n1C
    -9.2	0.7	-2.0	0.9	-2.1	-1.0	0.7	-1.2	-1.2	3.0	-1.9
8	O=[N+]([O-])c1ccccc1/C=C/C=N/n1c(-c2cc(-c3ccccc3)n[nH]2)n[nH]c1=S
    -0.5	-0.1	0.6	1.5	1.1	1.5	-0.1	10.7	-0.6	-1.4	-1.2
9	CCn1c(C(C)NC(=O)c2cccc(C)c2)n[nH]c1=S (stereo not given)
    1.6	0.0	-0.5	1.4	0.1	1.3	0.1	0.5	1.2	-2.6	-1.4
10	O=C(c1ccco1)N1CCN(C(c2ccccc2)c2nnnn2Cc2cccs2)CC1 (stereo not given)
    1.3	0.1	-2.0	-2.1	-0.3	-0.8	-0.5	6.9	1.2	-0.1	-1.0
11	Cc1cccc(NC(=O)c2ncn3c2C(=O)N[C@H](C)C3)c1
    1.2	-1.2	2.7	nt	nt	-5.3	0.1	-1.1	-0.6	-1.2	-1.4
12	CCCCNC(=O)c1cc(-c2ccc(OC)cc2)on1
    0.9	1.8	-2.1	1.2	2.0	-0.4	0.9	-7.3	16.7*	1.4	-0.4
13	Cc1ccc(N=Nc2c(C)[nH]n(-c3ccccc3)c2=O)cc1Br
    1.7	0.4	-2.9	1.0	-0.3	-1.6	2.4	-0.2	1.4	-0.8	-1.1
14	O=C(CCl)N(Cc1ccccc1)c1ccccc1
    -1.1	-1.1	1.4	-12.2	-1.1	-8.5	-0.6	-0.9	0.3	0.7	-0.8
15	Cc1cccc(N2CC(C(=O)O)CC2=O)c1C (stereo not given)
    -1.9	0.2	0.1	1.1	-0.8	0.2	0.2	1.0	-2.9	-1.8	-1.4
16	O=C(NCc1ccccc1)c1cccc(NS(=O)(=O)c2cccc3cccnc23)c1
    0.8	-0.7	0.0	2.0	-0.7	-3.6	-1.3	5.1	-3.1	0.3	-0.9
17	Cc1ccc2c(c1)N(S(=O)(=O)c1ccc(CN3C(=O)c4cccnc4C3=O)s1)CCO2
    -1.0	-1.6	1.4	-1.3	0.4	-3.9	0.5	9.7	-0.7	-2.2	-0.8
18	O=C(CSc1ncnc2ccccc12)NCCc1ccccc1
    2.4	0.3	1.9	0.8	0.8	0.9	0.6	7.8	-1.3	1.6	-0.8
19	COC(=O)C1=C(C)N(Cc2ccccc2C(F)(F)F)C(=NCC2CC2)NC1c1cccc(Cl)c1 (stereo not given)
    -20.0	0.1	-1.3	nt	nt	-1.9	-2.0	-5.1	4.8	-1.5	-1.0
20	CCCCc1nc(Cl)c(CO)n1Cc1ccc(-c2ccccc2-c2nnn[nH]2)cc1
    0.2	-0.3	-5.5	-1.5	0.1	-5.1	-0.7	5.3	2.1	1.1	-0.6
21	Cc1ccc(N(C(=O)Nc2ccccc2)C2=NCCC2)cc1
    8.1	0.0	-2.0	0.0	nt	-2.2	0.6	-4.6	-1.5	-1.0	-1.3
22	COc1ccccc1CNC(=O)CCS(=O)(=O)c1ccc2c(c1)CC(C)N2C(=O)C1CC1 (stereo not given)
    0.6	-0.1	-2.8	-0.6	-0.2	-0.2	-0.2	-6.5	-1.1	-1.3	-1.1
23	Cc1ccc(NC(=O)N[C@H](C(=O)O)C(C)C)c(C)c1
    -1.1	0.8	-6.4	1.8	1.3	-0.8	0.9	-5.2	5.2	0.5	-0.4
24	CCCC1C2CN(C(C)=O)CC=C2C(C#N)=C(N)C1(C#N)C#N (stereo not given)
    0.2	-0.3	-31.4	-1.1	1.3	-0.5	0.9	-93.5	-1.3	-1.3	-1.2
25	COc1cc(-c2nn3c(-c4cccnc4)nnc3s2)cc(OC)c1OC
    3.7	-1.0	-3.0	-1.9	0.7	-2.9	-1.0	-7.5	1.2	-0.1	-1.8
26	Cc1ccc(S(=O)(=O)N(CCCN(C)C)Cc2ccc3c(c2)OCO3)cc1
    -14.6	-0.1	2.2	0.8	-0.5	-0.8	1.4	-4.8	1.9	-0.9	-0.7
27	COc1ccc(-c2nc3ccccc3n2Cc2ccc(C)cc2)cc1
    63.1*	-0.2	3.6	2.6	-0.1	1.9	-1.8	11.2	4.5	-4.5	-0.7
28	COc1ccc(CCNC(=O)Nc2nc(C(N)CCc3ccccc3)cs2)cc1OC (stereo not given)
    -14.8	-0.3	3.9	1.2	nt	0.5	-1.1	1.1	-0.9	-0.9	-1.1
29	COCC(=O)N1CCC(Oc2ccc(C(=O)NCc3csc(C(C)C)n3)cc2)CC1
    1.9	-0.3	-2.9	1.1	-0.5	-4.7	-0.2	-8.7	0.0	2.8	-1.4
30	CSc1nc(N)nc(SCC(=O)C(C)(C)C)c1C#N
    -1.1	0.4	5.8	1.9	0.7	2.5	-0.7	5.1	-0.3	-1.6	-1.1

(list continues)
Below each compound – NPR1 activator	DAX1 inh-2	ADAM17 inh	FXN GAA850 act	DAX1 inh-1	SMARCA2 act	hcDAF12 agonist	ADAM10 inh	hgDAF12 agonist	PG9 Ab binder	ssDAF-12 act
31	CCCCCC(=O)NNC1=NCC(Cc2ccccc2)S1 (stereo not given)
    1.7	1.1	-1.0	2.1	0.4	-3.3	1.7	-7.5	-2.6	3.3	-1.1
32	CC(=O)c1cccc(NC(=O)COC(=O)Cn2cnc3ccccc32)c1
    -3.5	-0.1	-5.0	2.0	0.9	-3.3	1.1	-3.9	0.9	0.6	-0.1
33	N#CCS(=O)(=O)c1ccccc1
    1.9	-0.3	-2.6	1.9	0.8	0.3	0.5	-4.3	-0.2	-1.0	-0.3
34	O=P(c1ccccc1)(c1ccccc1)C(O)c1cccs1 (stereo not given)
    -4.5	-0.2	1.9	1.7	0.6	0.5	-0.8	4.5	-1.7	-4.7	-0.9
35	CC(=O)C1=C(c2ccccc2)OC(N)=C(C#N)C1c1ccccc1C (stereo not given)
    -12.1	0.4	0.4	3.4	0.6	0.3	-1.6	-3.7	-1.6	-1.1	-0.4
36	COc1ccccc1C(=O)Nc1cc(C)ccc1NC(=O)c1ccco1
    1.2	-1.4	0.1	-2.4	-1.0	0.0	-0.2	-8.8	-0.1	-3.3	-0.9
37	Cc1ccc(OCC(O)CNS(=O)(=O)c2ccccc2C(=O)N2CCCCC2)cc1 (stereo not given)
    -2.2	0.1	-2.5	0.9	-0.1	-3.0	-0.5	-0.1	-1.7	2.5	-1.2
38	COc1ccc(OC)c(S(=O)(=O)Oc2ccc(N)c3ccccc23)c1
    3.7	-0.8	-3.3	0.1	-1.9	-4.0	2.6	-8.0	-2.8	-0.8	-0.2
39	CCn1c(SCC(=O)O)nnc1-c1cccnc1
    3.5	-0.4	-1.1	-0.6	0.3	-0.6	0.1	-3.8	-1.2	-1.8	-0.8
40	CC(C)c1cccc(C(C)C)c1OC(=O)[C@H]1OC(C(C)(C)C)=C[C@@H]1c1ccccc1
    0.3	1.1	-1.2	-1.5	1.5	-0.5	-2.0	-4.8	1.4	1.1	0.0
41	CCc1ccc(CN2CCC(Oc3ccc(C(=O)NCc4ccccn4)cc3)CC2)o1
    2.4	0.1	0.2	0.2	-0.2	-2.7	-1.2	-8.1	-2.1	0.0	-0.7

Copied from the list:
compound 40 @ PG9 Ab binder = 1.1
compound 35 @ SMARCA2 act = 0.3
compound 34 @ PG9 Ab binder = -4.7

One compound at a time (already shown). Screens in order: NPR1 activator	DAX1 inh-2	ADAM17 inh	FXN GAA850 act	DAX1 inh-1	SMARCA2 act	hcDAF12 agonist	ADAM10 inh	hgDAF12 agonist	PG9 Ab binder	ssDAF-12 act
Results for CCCCCC(=O)NNC1=NCC(Cc2ccccc2)S1 (stereo not given) = 1.7	1.1	-1.0	2.1	0.4	-3.3	1.7	-7.5	-2.6	3.3	-1.1
Results for O=C(NCc1ccccc1)c1cccc(NS(=O)(=O)c2cccc3cccnc23)c1 = 0.8	-0.7	0.0	2.0	-0.7	-3.6	-1.3	5.1	-3.1	0.3	-0.9
Results for COc1ccccc1CNC(=O)CCS(=O)(=O)c1ccc2c(c1)CC(C)N2C(=O)C1CC1 (stereo not given) = 0.6	-0.1	-2.8	-0.6	-0.2	-0.2	-0.2	-6.5	-1.1	-1.3	-1.1

Screening results from PubChem.
